# Source: PubChem
# CHX counter = Cycloheximide Counterscreen for Small Molecule Inhibitors of Shiga Toxin; cell reporter, cycloheximide protein synthesis inhibition counterscreen; max response, %; hit rate 12% among 300,000; AID 2314, 2010; in the data active = max response mostly above about 13%, no sharp cut-off; inactive = mostly below about 14%; note: read at 38.3 µM for the half of the compounds with a filed dose; 0% is about no effect
# Pf growth 96h = Primary qHTS for delayed death inhibitors of the malarial parasite plastid, 96 hour incubation; Potency, µM (doses to about 28.7 µM), inactives show top-dose activity change, negative = inhibition, actives largely listed as inhibitors; AID 504834, 2011; hit rate 6.9% among 320,000; P. falciparum luciferase reporter growth, 96 h; note: potency is the fitted concentration of half-maximal effect; % is set by controls: 0 for no effect and ±100 for the full control effect
#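 Readout is luminescence from an integrated firefly luciferase in P. falciparum. Red cells, 2% hematocrit and 0.05% parasitemia final, were cultured with compound through two parasite generations (96 hours) at 37 C, 5% CO2.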
# Pf growth 48h = Primary qHTS for delayed death inhibitors of the malarial parasite plastid, 48 hour incubation; P. falciparum luciferase growth in erythrocytes, 48 h; Potency, µM (titrated, usually from 28.7 µM), inactives show at the top dose activity change, negative = inhibition, most hits filed as inhibitors; hit rate 5.9% among 310,000; AID 504832, 2011; note: potency is the fitted concentration of half-maximal effect; % is set by controls: 0 for no effect and ±100 for the full control effect
#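 Cell-based growth assay: transgenic P. falciparum expressing firefly luciferase, cultured in red cells within RPMI 1640 containing 0.5% w/v Albumax, 24 mM bicarbonate and gentamycin. A drop in luciferase activity indicates inhibition.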
# Tb PYK inh = qHTS of Trypanosoma Brucei Inhibitors; hit rate 0.12% among 410,000; Potency, µM (titrated, usually from 76.8 µM), inactives show top-dose activity, negative = inhibition, most hits filed as inhibitors; TbPYK enzyme, Kinase-Glo Plus ATP luminescence, 45 min; pyruvate kinase (Trypanosoma brucei), Q57TT1; AID 624173, 2012; note: potency is the fitted concentration of half-maximal effect; % is set by controls: 0 for no effect and ±100 for the full control effect; nearly all actives have a fitted effect of over 50% in size
#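 T. brucei PYK with substrate was exposed to pin-transferred compounds across a concentration series, then started with 130 uM ADP (final). After 45 min at room temperature, Kinase-Glo Plus luminescence was read, normalized and curve-fitted.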
# LmPK inhibitor = qHTS Assay for Inhibitors of Leishmania Mexicana Pyruvate Kinase (LmPK) | purified LmPK, Kinase-Glo ATP luminescence, 1 h | Potency, µM (top dose mostly 57.5 µM), without a hit: at the top dose activity change, negative = inhibition, usual class: inhibitors | hit rate 0.37% among 290,000; note: potency is the fitted concentration of half-maximal effect; % is set by controls: 0 for no effect and ±100 for the full control effect
# Target sequence (Q27686 whole entry, looked up): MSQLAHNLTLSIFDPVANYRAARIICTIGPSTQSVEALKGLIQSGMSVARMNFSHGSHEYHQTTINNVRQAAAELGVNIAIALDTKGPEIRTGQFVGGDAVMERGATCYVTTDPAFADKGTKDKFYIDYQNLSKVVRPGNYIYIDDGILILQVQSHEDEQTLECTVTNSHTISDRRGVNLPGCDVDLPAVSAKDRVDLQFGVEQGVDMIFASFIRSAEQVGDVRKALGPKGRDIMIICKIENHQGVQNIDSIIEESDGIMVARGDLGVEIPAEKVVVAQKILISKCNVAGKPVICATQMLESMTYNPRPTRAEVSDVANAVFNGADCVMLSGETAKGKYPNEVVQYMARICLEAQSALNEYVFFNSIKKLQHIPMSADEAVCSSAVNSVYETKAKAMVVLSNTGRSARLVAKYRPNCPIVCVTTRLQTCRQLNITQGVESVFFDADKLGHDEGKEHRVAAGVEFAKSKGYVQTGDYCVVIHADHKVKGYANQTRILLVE
#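 Kinase-Glo luminescence read after 1 h RT reaction of 0.1 nM LmPK with 0.5 mM PEP and 0.1 mM ADP. Activity scaled between uninhibited and enzyme-free controls.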
# Shiga toxin inh = A qHTS for Small Molecule Inhibitors of Shiga Toxin. Vero cells, Shiga toxin protein synthesis inhibition reporter. hit rate 9.2% among 290,000. AID 2315, 2010. inhibition, % at 38.7 µM; in the data active = inhibition mostly above about 28%, no sharp cut-off; inactive = mostly below about 43%; note: 0% is about no effect
# AmpC inh no detg = qHTS Inhibitors of AmpC Beta-Lactamase (assay without detergent); AmpC nitrocefin hydrolysis, absorbance 480 nm, 0.0001% Triton; Potency, µM (doses to about 57.1 µM), without a hit: at the highest dose activity change, negative = inhibition, hits mostly inhibitors; hit rate 0.52% among 330,000; AID 485341, 2010;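 note: potency is the fitted concentration of half-maximal effect; plate controls were no compound for no effect and no enzyme for full effect; nearly all actives have a fitted effect of over 20% in size; some results filed as inactive show a strong effect at the top dose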
# Target sequence (P00811 whole entry, looked up): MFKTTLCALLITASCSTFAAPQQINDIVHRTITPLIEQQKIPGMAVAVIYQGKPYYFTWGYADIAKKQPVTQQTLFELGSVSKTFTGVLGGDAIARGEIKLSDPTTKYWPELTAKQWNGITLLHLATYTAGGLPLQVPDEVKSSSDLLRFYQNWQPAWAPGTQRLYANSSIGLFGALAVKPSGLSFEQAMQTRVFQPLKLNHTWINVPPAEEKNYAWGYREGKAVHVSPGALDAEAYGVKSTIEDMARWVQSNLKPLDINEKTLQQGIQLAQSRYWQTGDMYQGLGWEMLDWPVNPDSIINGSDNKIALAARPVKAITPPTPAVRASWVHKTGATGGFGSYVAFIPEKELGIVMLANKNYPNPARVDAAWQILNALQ
#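 AmpC (5.3 nM in the dispensed reagent) in 20 mM phosphate pH 7.0 with 0.01% (detergent screen) or 0.0001% Triton X-100 was preincubated with compounds for 15 min at room temperature. Nitrocefin was then added from an 800 uM solution, and hydrolysis was followed at 480 nm.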
# * marks the source's active call; other numbers are inactive results; ? = inconclusive; . = no result given; [ ] = remark or other dose. Unless noted, calls come from the whole dose curve; as a rule, active = well fitted curve in the direction sought with a large enough effect; inconclusive = small, poorly fitted or top-dose-only effect, or another doubt; inactive = no such curve, though single readings can be large; an effect the other way counts as inactive or inconclusive. Outcome played no part in choosing rows. About 22% of those tested had a hit in this group.
# Sample of the layout (five entries):
SMILES,CHX counter,Pf growth 96h,Pf growth 48h,Tb PYK inh,LmPK inhibitor,Shiga toxin inh,AmpC inh no detg
COc1ccc(NC(=O)NNC(=O)c2ccc3ccccc3c2O)cc1OC,3,10%,-47%,3%,1%,15,-32%
CN(CCCNC(=O)c1ccc(CS(=O)c2ccc(Br)cc2)o1)Cc1ccccc1 (stereo not given),-8,?,-20%,-3%,-12%,-7,-5%
Fc1cccc(Cl)c1CSc1ccc(-c2cccnc2)nn1,36*,?,27%,3%,1%,143*,0%
CN(C)c1ccc(N2CN=C3SCC(=O)N3C2)cc1,86*,?,1.5µM*,-19%,-12%,98*,16%
CCc1nnc(NC(=O)CSc2nnc(CNc3ccc(F)cc3)n2C2CCCCC2)s1,4,3%,?,0%,-4%,29,9%

# This part in full (from the top)
SMILES,CHX counter,Pf growth 96h,Pf growth 48h,Tb PYK inh,LmPK inhibitor,Shiga toxin inh,AmpC inh no detg
COc1ccc(NC(=O)NNC(=O)c2ccc3ccccc3c2O)cc1OC,3,10%,-47%,3%,1%,15,-32%
CN(CCCNC(=O)c1ccc(CS(=O)c2ccc(Br)cc2)o1)Cc1ccccc1 (stereo not given),-8,?,-20%,-3%,-12%,-7,-5%
Fc1cccc(Cl)c1CSc1ccc(-c2cccnc2)nn1,36*,?,27%,3%,1%,143*,0%
CN(C)c1ccc(N2CN=C3SCC(=O)N3C2)cc1,86*,?,1.5µM*,-19%,-12%,98*,16%
CCc1nnc(NC(=O)CSc2nnc(CNc3ccc(F)cc3)n2C2CCCCC2)s1,4,3%,?,0%,-4%,29,9%
COc1ccc(Cl)cc1S(=O)(=O)N1CCCC(C(=O)NCc2ccccc2)C1 (stereo not given),0,-12%,-16%,-1%,8%,-1,47%
CCCCCCCCCn1c2c(c(=N)c3c1CCC3)CCCC2,-8,27%,?,9%,6%,-53,87%[activator]
Cc1nc(N)c(CC(Br)CBr)c(Cl)n1 (stereo not given),1,?,0.074µM*,0%,-1%,21,-16%
COc1ccc(NC(=S)N(CCCN2CCCC2)Cc2cccn2Cc2ccc(Cl)cc2)cc1Cl,-4,83%[activator],?,-3%,1%,-20,145%[activator]
COc1ccc(NC(=O)COC(=O)C2CCC(C(C)(C)C)CC2)c([N+](=O)[O-])c1 (stereo not given),-3,?,16%,37%,-9%,-4,12%
COc1ccc(S(=O)(=O)N2CCN(CC(=O)NCCc3cccs3)CC2)cc1,.,?,1%,-9%,.,.,178%[activator]
C=C(C)CC1N(c2cccc(OC)c2)C(=O)[C@@H]2C(C(=O)O)[C@H]3C=C[C@@]12O3 (stereo not given in full),-3,19%,-3%,-6%,-1%,6,-15%
Cc1ccc(OC(=O)CN2C(=O)c3ccccc3C2=O)cc1C,-5,?,-3%,1%,0%,4,-11%
Cc1cccc(OCc2nnc(NC(=O)c3cccs3)s2)c1,-4,?,.,-23%,10%,-7,-22%
Cc1cc(NC(=O)c2nn3cccnc3c2Cl)no1,40*,205%[activator],.,0%,-12%,34*,-7%
CCC(=O)Nc1ccc(NC(=S)NC(=O)/C=C/c2ccccc2)cc1,5,-7%,10%,-5%,2%,-7,-41%
O=C(NCc1ccco1)/C(=C\c1ccco1)NC(=O)c1ccc(Br)o1,4,0%,-18%,-12%,7%,7,-18%
CC(C)N1CCC(NC(=O)Nc2ccc3c(c2)OCO3)CC1,29*,-6%,51%[activator],-6%,3%,28,9%
CCOc1ccc(Cl)cc1/C=N/NC(N)=O,-2,26%,30%[activator],3%,2%,-11,-10%
COC(=O)N1CCN(c2ccc(Cl)c(Cl)c2)CC1,6,.,25%,5%,2%,-8,35%
O=C(/C=C/c1ccc2c(c1)OCO2)NCc1cn2cc(Cl)ccc2n1,2,2%,-22%,-3%,9%,21,-41%
N#CCCN(Cc1cccs1)C(=O)Nc1ccc(F)cc1,1,17%,8%,0%,-3%,-14,-7%
Cc1ccc(NC(=O)CCNS(=O)(=O)c2cccc3nsnc23)cc1F,0,22%,15%,2%,0%,3,-26%
Cc1nc2ccccc2c2oc(C(=O)NCc3ccccn3)cc12,-1,24%,-9%,1%,1%,-12,-1%
CCOCc1cc(CN2CCCC(CNC(=O)c3ccco3)C2)ccc1OC (stereo not given),0,20%,?,1%,2%,14,-23%
O=C(NNC1=NCCC1)c1ccc(Br)cc1,-2,-10%,.,-5%,2%,-3,-21%
C#CCOCCOCCOCCNc1nc(N2CCN(C(=O)CCCCCCCCCCNC(=O)Cn3cc(CCCCCN)nn3)CC2)nc(N2CCN(C(=O)CCCCCCCCCCNC(=O)[C@H]([C@@H](C)CC)n3cc(CCCCN=C(N)N)nn3)CC2)n1,.,3.3µM*,2.1µM*,3%,.,.,200%[activator]
O=C(NCc1cn(-c2ccccc2)nc1-c1ccc(F)cc1)c1cccc([N+](=O)[O-])c1,14,?,-90%,-6%,2%,20,-39%
C/C(CC(C)C)=N\NC(=O)Nc1ccccc1,42*,?,38%[activator],8%,0%,42*,-17%
Cc1c(NC(=O)c2ccc(Br)o2)c(=O)n(-c2ccccc2)n1C,-1,.,5%,-14%,-1%,-13,-7%

# In the list so far, 5 have fluorine.
SMILES,CHX counter,Pf growth 96h,Pf growth 48h,Tb PYK inh,LmPK inhibitor,Shiga toxin inh,AmpC inh no detg
Fc1cccc(Cl)c1CSc1ccc(-c2cccnc2)nn1,36*,?,27%,3%,1%,143*,0%
CCc1nnc(NC(=O)CSc2nnc(CNc3ccc(F)cc3)n2C2CCCCC2)s1,4,3%,?,0%,-4%,29,9%
N#CCCN(Cc1cccs1)C(=O)Nc1ccc(F)cc1,1,17%,8%,0%,-3%,-14,-7%
Cc1ccc(NC(=O)CCNS(=O)(=O)c2cccc3nsnc23)cc1F,0,22%,15%,2%,0%,3,-26%
O=C(NCc1cn(-c2ccccc2)nc1-c1ccc(F)cc1)c1cccc([N+](=O)[O-])c1,14,?,-90%,-6%,2%,20,-39%

# (listing goes on)
SMILES,CHX counter,Pf growth 96h,Pf growth 48h,Tb PYK inh,LmPK inhibitor,Shiga toxin inh,AmpC inh no detg
CCc1ccc(NC(=O)Cn2cc([N+](=O)[O-])nc2C)cc1,2,?,7%,1%,-6%,-7,-17%
O=C(CSCc1ccccc1)Nc1ccc(S(=O)(=O)N2CCOCC2)cc1,-1,0%,?,-13%,0%,-7,-42%
COc1ccc(C(C(=O)NC2CCCCC2)N(C(=O)CCl)c2ccc(C)cc2)cc1 (stereo not given),5,67%[activator],-8%,-3%,-2%,10,-6%
Cc1ccc(S(=O)(=O)NNC(=O)c2cnn(-c3ccccc3)c2C(F)(F)F)cc1,-2,7%,39%[activator],0%,5%,-22,-15%
C=CCOc1cccc(C2C(C(=O)c3ccco3)=C(O)C(=O)N2CCN(CC)CC)c1 (stereo not given),9,15%,18%,0%,0%,11,5%
CCN(CC)S(=O)(=O)c1cccc(C(=O)N[C@H](C(=O)Nc2nc3ccccc3s2)C(C)C)c1,17*,?,0%,-3%,-1%,19,-28%
COc1cc(-c2nc(-c3ccc4c(c3)-c3ccccc3S4(=O)=O)c(-c3ccccc3)[nH]2)cc(OC)c1O,22*,.,.,-3%,-1%,20,0%
CCS(=O)(=O)N1N=C(c2ccccc2)CC1c1ccc2nccnc2c1 (stereo not given),3,3%,26%,-2%,4%,13,0%
Cc1ccc(Cn2cnc3c(nnn3Cc3ccc(Cl)cc3)c2=O)cc1,-1,15%,?,3%,2%,-10,-20%
C#CCOCCOCCOCCNc1nc(N2CCN(C(=O)[C@H]([C@@H](C)CC)n3cc(CCC(=O)O)nn3)CC2)nc(N2CCN(C(=O)[C@H](C)n3cc(CCCN=C(N)N)nn3)CC2)n1,-3,-25%,-3%,5%,-5%,-8,129%[activator]
O=C(CSc1nnc(-c2ccncc2)n1-c1ccc(Cl)cc1)N1CCOCC1,8,.,18%,-1%,-7%,-14,-14%
CCOc1ccc(NC(=S)NC(=O)c2cnn(CC)c2)c([N+](=O)[O-])c1,1,?,?,-10%,0%,-8,7%
CCN(CCNC(=O)CN(C)S(=O)(=O)c1cccc2nsnc12)c1ccccc1,1,12µM*,.,2%,5%,-9,35%
O=C(Nc1cccc([N+](=O)[O-])c1)C(=O)N1CCCCC1,43*,31%[activator],?,-2%,?,69*,-17%
COc1ccc(C(=O)NNC(=S)NC(=O)c2ccc(Br)o2)cc1OC,8,1%,?,-16%,4%,-13,-23%

# Molecules from the list above that have an aryl thioether with sulfur outside any ring, in the order listed:
SMILES,CHX counter,Pf growth 96h,Pf growth 48h,Tb PYK inh,LmPK inhibitor,Shiga toxin inh,AmpC inh no detg
Fc1cccc(Cl)c1CSc1ccc(-c2cccnc2)nn1,36*,?,27%,3%,1%,143*,0%
CCc1nnc(NC(=O)CSc2nnc(CNc3ccc(F)cc3)n2C2CCCCC2)s1,4,3%,?,0%,-4%,29,9%
O=C(CSc1nnc(-c2ccncc2)n1-c1ccc(Cl)cc1)N1CCOCC1,8,.,18%,-1%,-7%,-14,-14%

# Next part.
SMILES,CHX counter,Pf growth 96h,Pf growth 48h,Tb PYK inh,LmPK inhibitor,Shiga toxin inh,AmpC inh no detg
CC(C)(C)c1ccc(OC(=O)c2ccc(-n3cncn3)nc2)cc1,19,-13%,356%[activator],.,-2%,-2,3%
Cc1ccc(NC(=O)Nc2cccc([N+](=O)[O-])c2)nc1,20*,?,83%[activator],-6%,-2%,85*,-20%
O=C(NCc1ccco1)c1cccc(Br)c1,-1,?,48%,5%,45%,.,-28%
COc1ccc(CNC(=O)CCc2nc3cc(S(=O)(=O)N(C)C)ccc3n2C)cc1OC,-4,-17%,5%,8%,6%,-17,-7%
O=[N+]([O-])c1ccccc1S(=O)(=O)N(CC1CO1)c1ccccc1 (stereo not given),-1,37%[activator],7%,6%,-1%,2,-26%
CC(C)N1CC(C(=O)Nc2ccc(Br)c(Cl)c2)CC1=O (stereo not given),-4,.,5%,-6%,-11%,-6,19%
COc1ccc(C2C(C(=O)c3cc4cccc(OC)c4o3)=C(O)C(=O)N2CCCN(C)C)cc1OC (stereo not given),-3,42%[activator],10%,.,-3%,-10,-14%
O=C(Cc1ccccc1)Nc1ccc(SC(F)F)cc1,41*,0%,123%[activator],-2%,-2%,35,-22%
CC(CCc1ccccc1)NS(=O)(=O)c1ccccc1 (stereo not given),-1,138%[activator],?,-7%,2%,24,-21%
Clc1ccc(NCc2cccnc2)cc1,3,2%,.,4%,1%,-8,-16%
